# Screens: PubChem BioAssay, National Center for Advancing Translational Sciences (NCATS)
# mIDH1 inhibitor: qHTS for Inhibitors of mutant isocitrate dehydrogenase 1 (IDH1): qHTS; Isocitrate dehydrogenase [NADP] cytoplasmic (Homo sapiens), O75874; IDH1-R132H enzyme, NADPH consumption, diaphorase/resazurin fluorescence; Potency, µM (highest dose often 76.6 µM), for the others: at the top dose activity change, negative = inhibition, usual class: inhibitors; hit rate 0.093% among 390,000; AID 602179, 2012; also: potency is read from the fitted curve at half-maximal effect; % is scaled to controls: 0 for no effect and ±100 for the full control effect; nearly all actives have a fitted effect of over 65% in size
#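 IDH1-R132H (0.5 ug/mL) preincubated 30 min with compound, then NADPH (0.016 mM) and alpha-KG (2 mM) added; 80 min at RT, pH 7.5. Remaining NADPH coupled via diaphorase/resazurin to fluorescence (540/590 nm); concentration-response curves normalized to no-enzyme control.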
# USP1 inh: Inhibitors of USP1/UAF1: Primary Screen; Ubiquitin carboxyl-terminal hydrolase 1 (Homo sapiens), O94782; recombinant USP1/UAF1, Ub-Rhodamine cleavage fluorescence; Potency, µM (doses to about 57.1 µM), inactives show at the top dose activity change, negative = inhibition, actives largely listed as inhibitors; hit rate 0.23% among 390,000; also: potency is read from the fitted curve at half-maximal effect; % is scaled to controls: 0 for no effect and ±100 for the full control effect; nearly all actives have a fitted effect of over 60% in size; inactives centre near -12
#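 USP1/UAF1 complex at 1 nM was preincubated with compound for 15 min at room temperature, then Ub-Rho substrate (150nM final) was added. Fluorescence (480/540 nm) was read kinetically, 6 reads every 60 seconds.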
# PI4K2A inh: qHTS for small molecular inhibitors of PI4K2A. purified PI4K2A, ADP-Glo luminescence, 1 h; stronger effect = lower value. AID 1346378, 2018. Phosphatidylinositol 4-kinase type 2-alpha (Homo sapiens), Q9BTU6. hit rate 0.13% among 420,000. activity change, negative = inhibition, % at 76.9 µM; in the data active = activity change below about -50%; inconclusive = mostly about -30% to -49%;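 also: -100% = wells without enzyme as full effect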
# Target sequence (Q9BTU6 whole entry, looked up): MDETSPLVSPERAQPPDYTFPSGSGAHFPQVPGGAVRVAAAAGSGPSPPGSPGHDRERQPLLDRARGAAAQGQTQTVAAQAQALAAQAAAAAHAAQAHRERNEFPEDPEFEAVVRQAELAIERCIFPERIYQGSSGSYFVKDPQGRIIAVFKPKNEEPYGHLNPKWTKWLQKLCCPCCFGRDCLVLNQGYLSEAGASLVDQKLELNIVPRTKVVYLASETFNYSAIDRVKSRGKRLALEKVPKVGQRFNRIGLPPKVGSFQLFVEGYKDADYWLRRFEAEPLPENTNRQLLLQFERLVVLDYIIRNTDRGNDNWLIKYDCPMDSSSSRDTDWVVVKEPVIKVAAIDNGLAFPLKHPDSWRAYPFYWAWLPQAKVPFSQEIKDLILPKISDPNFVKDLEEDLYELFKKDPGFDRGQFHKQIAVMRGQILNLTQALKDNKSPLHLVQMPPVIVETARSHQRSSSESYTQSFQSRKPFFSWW
#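 ADP-Glo luminescence measured ADP generated by PI4K2A enzyme (4 ug/mL before mixing) with 1.2 mM PI substrate (pre-mix) and 300 microM ATP (pre-mix). Tris pH7.5 buffer with MgCl2, Triton X-100; 1 h reaction at ambient temperature.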
# RXFP1 ag: qHTS Assay for Agonists of the Relaxin Receptor RXFP1 | Relaxin receptor 1 (Homo sapiens), Q9HBX9 | HEK293T-RXFP1 cAMP TR-FRET, 30 min; response scale: percent of porcine relaxin response, buffer zero | Potency, µM (top dose mostly 57.5 µM), for inactives: top-dose activation, hits mostly activators | hit rate 0.3% among 370,000; also: potency is read from the fitted curve at half-maximal effect; % is scaled to controls: 0 for no effect and ±100 for the full control effect; nearly all actives have a fitted effect of over 60% in size; many of its hits are not listed in these tables
#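 HEK293 cells stably expressing RXFP1, treated 30 min at 37C with compounds plus PDE4 inhibitor Ro 20174; cAMP measured by HTRF TR-FRET. Normalized to buffer and 29 nM porcine relaxin; EC50 by Hill fit.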
# Glioma ERSR ind: qHTS for Inducers of the Endoplasmic Reticulum Stress Response (ERSR) in Human Glioma: qHTS. U87-MG GRP78 promoter luciferase reporter, 16 h. Potency, µM, for the others: top-dose activation, hits mostly activators. hit rate 0.02% among 420,000; also: potency is read from the fitted curve at half-maximal effect; series mostly up to about 76 µM; % of control where 0% means no effect; nearly all actives have a fitted effect of over 35% in size
#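 Stably transfected U87-MG glioma cells carrying a GRP78-based luciferase sensor; 16 h compound incubation. Luminescence end-point read 10 min after Bright-Glo addition at room temperature.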
# TrxR1 substrate: qHTS Assay for Substrates of Mammalian Selenoprotein Thioredoxin Reductase 1 (TrxR1): qHTS; Thioredoxin reductase 1, cytoplasmic (Rattus norvegicus), O89049; hit rate 0.01% among 390,000; purified TrxR1 substrate turnover, NADPH consumption readout; Potency, µM (top dose mostly 114 µM), for inactives: top-dose activity change, negative = substrate turnover; AID 588456, 2011; also: potency is read from the fitted curve at half-maximal effect; % is scaled to controls: 0 for no effect and ±100 for the full control effect; nearly all actives have a fitted effect of over 50% in size
#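 Rat TrxR1, dispensed at 90 nM, was prereduced with 400 uM NADPH (final) for 5 min at ~22 deg C, then incubated with compound 15 min before 400 uM selenite. A first-read NADPH fluorescence drop versus no-compound background flagged substrates.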
# Vif-A3F inh: qHTS for Inhibitors of Vif-A3F Interactions: qHTS; HeLa A3F-eYFP + Vif (tagged APOBEC3F with the HIV-1 protein that degrades it), YFP fluorescence increase; Potency, µM (doses to about 46.1 µM), for inactives: at the highest dose activity, negative = active; hit rate 0.2% among 390,000; AID 602313, 2012; also: potency is read from the fitted curve at half-maximal effect; % of control where 0% means no effect; nearly all actives have a fitted effect of over 65% in size
#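 HeLa cells stably expressing A3F-eYFP plus Vif, plated and incubated overnight at 37 deg C, then exposed to compounds overnight at 37 deg C. Blocked degradation read as raised yellow fluorescence (Ex 488/Em 500-530).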
# Vif-A3G inh: qHTS for Inhibitors of Vif-A3G Interactions: qHTS; DNA dC->dU-editing enzyme APOBEC-3G (Homo sapiens), Q9HC16; HeLa A3G-eYFP + Vif (tagged APOBEC3G with the HIV-1 protein that degrades it), YFP fluorescence, overnight; Potency, µM (titrated, usually from 46.1 µM), without a hit: at the top dose activity, negative = active, most hits filed as inhibitors; hit rate 0.076% among 410,000; AID 602310, 2012;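 also: potency is read from the fitted curve at half-maximal effect; % is scaled to controls: 0 for no effect and ±100 for the full control effect; nearly all actives have a fitted effect of over 60% in size; hits raise eYFP signal because A3G escapes Vif-driven loss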
#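 HeLa cells stably expressing Vif and C-terminally eYFP-tagged A3G, seeded overnight at 37 deg C, then exposed to compound by pintool overnight at 37 deg C. Rise in yellow fluorescence (Ex 488/Em 500-530, Acumen) marks blocked Vif-driven A3G degradation.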
# LDHA inh: qHTS assay for inhibitors of human lactate dehydrogenase; purified LDHA, NADH/diaphorase-resazurin fluorescence; stronger effect = lower value; activity change, % (values are at about 110 or 230 µM); hit rate 0.15% among 480,000; in the data active = activity change below about -30%; inconclusive = mostly about -25% to -30%;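 also: plate controls were DMSO wells for no effect and wells without enzyme for full effect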
#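 Resorufin fluorescence (ex540/em590), read at 0 and 20 min after diaphorase/resazurin addition, reports the NADH left after a 5 min room-temperature reaction of 2 nM human LDH5 with 0.06 mM NADH and 0.2 mM pyruvate.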
# Numbers without * were called inactive; ? = inconclusive; & = joins results of further samples. Unless noted, calls follow the shape of the dose curve; as a rule, active = well fitted curve in the direction sought with a large enough effect; inconclusive = small, poorly fitted or top-dose-only effect, or another doubt; inactive = no such curve, though single readings can be large; an effect the other way counts as inactive or inconclusive.
SMILES,mIDH1 inhibitor,USP1 inh,PI4K2A inh,RXFP1 ag,Glioma ERSR ind,TrxR1 substrate,Vif-A3F inh,Vif-A3G inh,LDHA inh
C[C@]12CC[C@H]3[C@@H](CCC4=CC(=O)CC[C@@]43C)[C@@H]1CC[C@@H]2C(=O)CO,-13.2%,?,-2.7&0.1,4.2%,-3.5%,8.1%,-6.0%,1.3%,0.3
CC(=O)N1C[C@H](O)C[C@H]1C(=O)O,-9.6%,-24.5%,1.2&2.2,-0.5%,?,-3.7%,-0.2%,2.1%,-1.8

# Not all compounds are listed. The share of hits here may be higher or lower than overall.
